# Bioassay records from PubChem BioAssay.
# S2 tox = Viability Counterscreen for Primary qHTS for Inhibitors of ATXN expression; S2 cells (HEK-293 line with an ATXN2-luciferase reporter) viability, CellTiter-Fluor protease fluorescence, 24 h; Potency, µM (series often up to 56.7 µM), usual class: cytotoxic; 400,000 tested, 0.49% active; AID 651635, 2014; also: nearly all actives have a fitted effect of over 40% in size
# HepG2 viability = qHTS for Inhibitors of TGF-b: Cytotox Counterscreen | 410,000 tested, 0.76% active | HepG2 CAGA-GFP viability, ATP luminescence, 18 h | AID 588856, 2011 | Potency, µM (doses to about 46.1 µM), inactives show at the top dose activity change, negative = cytotoxicity, actives largely listed as cytotoxic; also: some results filed as inactive show a strong effect at the top dose
#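 HepG2 CAGA-GFP cells (1000/well, DMEM with 1% FBS) received compound, then TGF-beta at 500 pg/mL final, and were incubated 18 hours at 37 degrees C. Viability was read by CellTiter-Glo luminescence. Media-only wells were set as complete cell-killing and DMSO as no toxicity.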
# Nrf2 activator = qHTS of Nrf2 Activators; AREc32 ARE-luciferase reporter (MCF7-derived line), luminescence, 24 h; Potency, µM (series often up to 46.1 µM), for the others: top-dose activation, usual class: activators; 410,000 tested, 0.31% active; AID 624171, 2012; also: % of control where 0% means no effect; nearly all actives have a fitted effect of over 65% in size
#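 ARE activation measured as luciferase luminescence (Steady-Glo, 30 min RT) in AREc32_Fluc cells after 24 hr compound exposure at 37 deg C, 5% CO2; cells seeded overnight at 1000/well in OPTI-MEM, 5% FBS.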
# TGFb SMAD3 inh = qHTS for Inhibitors of TGF-b | Potency, µM (top dose mostly 46.1 µM), for the others: at the highest dose activity, negative = inhibition, most hits filed as inhibitors | 410,000 tested, 1.2% active | HepG2 CAGA-GFP TGF-b/SMAD3 reporter, GFP fluorescence, 18 h; TGF-beta stimulated, 500 pg/mL final; also: % is scaled to controls: 0 for no effect and ±100 for the full control effect; nearly all actives have a fitted effect of over 65% in size
#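 Using HEPG2 CAGA-GFP reporter cells at 1000 cells/well, we pinned test compounds, stimulated with recombinant TGF-beta (500 pg/mL final) and measured total well GFP after 18 h.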
# A549 tox = Nrf2 qHTS screen for inhibitors: counterscreen for cytotoxicity. 390,000 tested, 0.16% active. AID 504648, 2011. A549 ARE-Fluc cells, CellTiter-Fluor viability, 18-24 h. Potency, µM (highest dose often 46 µM), inactives show top-dose activity change, negative = cytotoxicity, actives largely listed as inhibitors; also: % is scaled to controls: 0 for no effect and ±100 for the full control effect
#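 A549 ARE_Fluc cells in 5% FBS OPTI-MEM were exposed to compounds in concentration-response for 18-24 h at 37 deg C. Viability was read by CellTiter-Fluor fluorescence (Ex 405/Em 525) after 30 min, before the luciferase read.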
# EPAC2 antagonist = qHTS for Antagonist of cAMP-regulated guanine nucleotide exchange factor 2 (EPAC2): primary screen | Rap guanine nucleotide exchange factor 4 (Homo sapiens), Q8WZA2 | EPAC2 GEF exchange of Rap1B-BODIPY-GDP, fluorescence | Potency, µM (highest dose often 114 µM), for the others: top-dose activity, negative = inhibition, actives largely listed as inhibitors | 360,000 tested, 0.18% active; also: % is scaled to controls: 0 for no effect and ±100 for the full control effect; nearly all actives have a fitted effect of over 45% in size; many of its hits are not listed in these tables
# Target sequence (Q8WZA2 whole entry, looked up): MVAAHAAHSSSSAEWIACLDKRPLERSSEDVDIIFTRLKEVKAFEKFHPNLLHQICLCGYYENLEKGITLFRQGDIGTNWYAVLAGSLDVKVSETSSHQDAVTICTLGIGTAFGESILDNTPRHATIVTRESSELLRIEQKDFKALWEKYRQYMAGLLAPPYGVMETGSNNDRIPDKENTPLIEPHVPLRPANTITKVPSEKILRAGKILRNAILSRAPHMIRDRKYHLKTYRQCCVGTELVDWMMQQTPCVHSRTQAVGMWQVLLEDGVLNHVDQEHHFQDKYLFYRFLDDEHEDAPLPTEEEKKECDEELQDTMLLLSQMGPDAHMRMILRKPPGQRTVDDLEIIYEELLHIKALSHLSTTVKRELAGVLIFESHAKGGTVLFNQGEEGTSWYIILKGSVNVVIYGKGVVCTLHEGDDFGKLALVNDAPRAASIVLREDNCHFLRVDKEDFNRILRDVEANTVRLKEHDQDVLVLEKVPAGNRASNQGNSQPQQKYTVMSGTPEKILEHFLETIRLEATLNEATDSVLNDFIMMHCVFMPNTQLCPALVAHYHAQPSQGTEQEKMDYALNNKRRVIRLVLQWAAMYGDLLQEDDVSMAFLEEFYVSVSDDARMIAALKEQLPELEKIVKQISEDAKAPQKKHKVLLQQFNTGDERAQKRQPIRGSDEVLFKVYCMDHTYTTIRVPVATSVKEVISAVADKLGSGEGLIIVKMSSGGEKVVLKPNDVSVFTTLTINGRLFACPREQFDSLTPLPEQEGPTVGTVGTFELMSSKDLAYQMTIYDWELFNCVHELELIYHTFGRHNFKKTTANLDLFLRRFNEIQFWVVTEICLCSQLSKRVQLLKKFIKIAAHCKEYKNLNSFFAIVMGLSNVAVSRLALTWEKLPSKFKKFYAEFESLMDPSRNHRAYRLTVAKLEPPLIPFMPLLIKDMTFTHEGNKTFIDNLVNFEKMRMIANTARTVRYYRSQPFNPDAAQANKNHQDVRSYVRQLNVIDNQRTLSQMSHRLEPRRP
# ATXN2 expr inh = Primary qHTS for Inhibitors of ATXN expression; HEK-293 ATXN2-luciferase reporter, luminescence, 24 h; Potency, µM (doses to about 57 µM), without a hit: at the highest dose activity change, negative = inhibition, most hits filed as inhibitors; 360,000 tested, 0.72% active; AID 1745845, 2022; also: % is scaled to controls: 0 for no effect and ±100 for the full control effect; nearly all actives have a fitted effect of over 55% in size
#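 ATXN2-luciferase reporter cells (luciferase flanked by upstream and downstream ATXN2 gene portions) were treated 24 h at 37 °C with compounds at up to 57 uM. SteadyGlo luminescence gave expression; GF-AFC fluorescence gave viability.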
# MCF10A rereplic = A quantitative high throughput screen for small molecules that induce DNA re-replication in MCF 10a normal breast cells; AID 624296, 2012; MCF 10A DNA re-replication, Hoechst nuclear intensity, 48 h; Potency, µM (highest dose often 46.1 µM), for inactives: at the top dose activity, positive = re-replication, actives largely listed as activators; 350,000 tested, 2.9% active; also: % of control where 0% means no effect; nearly all actives have a fitted effect of over 50% in size
# Nrf2 inh = Nrf2 qHTS screen for inhibitors | A549 ARE-Fluc reporter, luciferase luminescence, 18-24 h | Potency, µM (highest dose often 46 µM), without a hit: at the top dose activity change, negative = inhibition, usual class: inhibitors | 360,000 tested, 2.1% active | AID 504444, 2011; also: % is scaled to controls: 0 for no effect and ±100 for the full control effect; nearly all actives have a fitted effect of over 60% in size
#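 Cells were seeded and rested 2 h, then exposed to compounds for 18-24 h. CellTiter-Fluor was read first as a viability measure. BugLite was added 15 min before the final luminescent read of ARE-luciferase activity in A549 cells.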
# * = called active by the depositor; i = inactive; ? = inconclusive; · = no result given; [ ] = remark or other dose. Calls follow the shape of the dose curve; as a rule, active = well fitted curve in the direction sought with a large enough effect; inconclusive = small, poorly fitted or top-dose-only effect, or another doubt; inactive = no such curve, though single readings can be large; an effect the other way counts as inactive or inconclusive. Potency is read from the fitted curve at half-maximal effect. Only part of the results is shown, so the mix of outcomes need not match the whole.
# Start of the data: the first 3 entries as a preview:
# Fields – S2 tox	HepG2 viability	Nrf2 activator	TGFb SMAD3 inh	A549 tox	EPAC2 antagonist	ATXN2 expr inh	MCF10A rereplic	Nrf2 inh
> Cc1ccc(-c2nc(CS(=O)(=O)CC(=O)NCc3cccc(F)c3)c(C)o2)cc1
→ ?	3%	2.8%	-28%	2%	-16%	-17%	10%	-9%
> CCOc1ccc(CCNS(=O)(=O)c2ccc3c(c2)N(C(C)=O)CCO3)cc1OCC
→ i	-1%	-0.1%	8%	11%	-3%	·	?	1%
> Cc1cc(C)nc(NC2=NCC(=O)N2c2ccccc2Br)n1
→ i	-10%	0.2%	-14%	-4%	-10%	-2%	-2%	11%

# Results, from the first entry:
# Fields – S2 tox	HepG2 viability	Nrf2 activator	TGFb SMAD3 inh	A549 tox	EPAC2 antagonist	ATXN2 expr inh	MCF10A rereplic	Nrf2 inh
> Cc1ccc(-c2nc(CS(=O)(=O)CC(=O)NCc3cccc(F)c3)c(C)o2)cc1
→ ?	3%	2.8%	-28%	2%	-16%	-17%	10%	-9%
> CCOc1ccc(CCNS(=O)(=O)c2ccc3c(c2)N(C(C)=O)CCO3)cc1OCC
→ i	-1%	-0.1%	8%	11%	-3%	·	?	1%
> Cc1cc(C)nc(NC2=NCC(=O)N2c2ccccc2Br)n1
→ i	-10%	0.2%	-14%	-4%	-10%	-2%	-2%	11%
> CC(C)(C)CC(=O)Nc1nnc(SCC(=O)NCc2cccs2)s1
→ i	-13%	0.1%	-25%	-1%	3%	·	0%	-13%
> CCOc1ccccc1CN1C(=O)c2ccccc2C1C(=O)NC(C)CC (configuration not stated)
→ i	9%	0.0%	2%	3%	6%	11%	7%	5%
> O=C(Cn1c(=O)n(Cc2nc(-c3ccccc3)no2)c(=O)c2cc3c(cc21)OCO3)Nc1ccc(Cl)cc1
→ i	1%	-0.1%	2%	2%	·	11%	·	19%
> Cn1c(=NC(=O)c2ccc(S(=O)(=O)N3CCCc4ccccc43)cc2)sc2cc(S(C)(=O)=O)ccc21
→ i	3%	5.0%	-4%	?	-9%	-5%	4%	1%
> CCOC(=O)c1ccc(/C=N/O)[n+](Cc2ccccc2)c1
→ i	-26%	0.3%	13%	12%	3%	·	12%	6%
> Cc1ccc(C(=O)C(C)OC(=O)Cn2cnc3c2c(=O)n(C)c(=O)n3C)cc1 (configuration not stated)
→ i	8%	-0.4%	4%	1%	-2%	3%	7%	-18%
> Cc1ccc(-n2c(SCCN)nnc2-c2cccc(C)c2)cc1
→ ?	-4%	-0.1%	20%	-16%	-3%	-21%	17%	-16%
> Oc1ccc(N=Nc2ccccc2-c2nn[nH]n2)c(O)c1
→ ?	14%	-0.3%	2%	?	-15%	·	2%	-5%
> CNC(=O)CSc1nnc(-c2cnccn2)n1C
→ i	-1%	0.3%	0%	-2%	7%	·	-2%	0%
> CCC(C)NC(=O)Cn1c(=O)n(-c2ccc(OC)c(OC)c2)c(=O)c2ccccc21 (configuration not stated)
→ i	11%	-0.1%	12%	-6%	·	6%	·	1%
> COc1ccc(C(=O)Nc2ccccc2C(=O)OCc2cc(=O)n3c4c(sc3n2)CCCC4)cc1
→ ·	-26%	3.3%	-13%	-1%	·	·	·	·
> COc1cc(OC)cc(C(=O)N2CC(=O)Nc3ccccc32)c1
→ ?	12%	-0.3%	0%	?	4%	-3%	1.5µM*	-4%
> Cc1ccc(C(=O)O)cc1NC1(c2ccccc2)C(=O)c2ccccc2C1=O
→ i	-2%	0.0%	-3%	9%	·	7%	·	?
> CCN(CC)S(=O)(=O)c1ccc(NC(=O)c2cc3ccc4cccnc4c3[nH]2)cc1
→ ·	-36%	5.0%	-5%	1%	·	·	·	7%
> FC(F)Oc1ccc(-c2csc(NNC3=NCCCCC3)n2)cc1
→ ?	-20%	6.0%	-22%	-21%	-13%	?	?	-1%
> N/C(COc1cccc(Cl)c1)=N\O
→ i	10%	5.5%	18%	0%	-3%	-16%	5%	1%
> Cc1ccc(-c2ccc(=O)n(CC(=O)Nc3ccc(C(C)C)cc3)n2)cc1
→ ?	-41%	5.2%	-48%	0%	·	-21%	·	0%

# Overlap with the part before: 2 compounds, then new ones.
# Fields – S2 tox	HepG2 viability	Nrf2 activator	TGFb SMAD3 inh	A549 tox	EPAC2 antagonist	ATXN2 expr inh	MCF10A rereplic	Nrf2 inh
> N/C(COc1cccc(Cl)c1)=N\O
→ i	10%	5.5%	18%	0%	-3%	-16%	5%	1%
> Cc1ccc(-c2ccc(=O)n(CC(=O)Nc3ccc(C(C)C)cc3)n2)cc1
→ ?	-41%	5.2%	-48%	0%	·	-21%	·	0%
> CNS(=O)(=O)c1cc(NC(=O)c2cncn2-c2ccccc2)ccc1C
→ i	-8%	-0.1%	0%	-2%	6%	9%	-6%	18%
> CCCCC(CC)CNC(=O)C1CCN(S(=O)(=O)c2cccc3nsnc23)CC1 (configuration not stated)
→ i	10%	-0.8%	?	-1%	·	-10%	·	?
> CCCc1cc(=O)[nH]c(SCC(=O)N(C)CC(=O)Nc2ccc(C)cc2)n1
→ i	3%	0.4%	0%	-3%	14%	-4%	1%	-2%
> Cc1ccc(NCSc2ccc(Cl)cc2)cc1
→ i	-2%	3.1%	5%	-18%	-6%	43%[activator]	9%	?
> CCN1CCN(c2ccc(S(=O)(=O)N3CCCCC3)cc2NC(=O)c2cc3ccccc3o2)CC1
→ i	4%	2.9%	22%	-8%	-14%	-4%	10%	-7%
> O=C(O)c1ccccc1-c1ccccc1C(=O)Nc1nc2ccccc2s1
→ i	9%	-1.0%	-5%	-3%	-13%	8%	0%	6%
> Cc1ccc(CNC(=O)C2CCN(S(=O)(=O)c3c(C)noc3/C=C/c3ccco3)CC2)cc1
→ ?	-27%	12%	-6%	-9%	2%	-10%	15%	8%
> COc1cccc(C2C(C#N)=C(N)Oc3cc(C)n(Cc4ccco4)c(=O)c32)c1 (configuration not stated)
→ i	5%	25%	0%	1%	5%	8%	3%	11%
> c1cc2nc(C34CC5CC(CC(C5)C3)C4)[nH]c2cn1
→ i	0%	-0.6%	0%	4%	2%	9%	24%	-5%
> Cc1cnc(C(=O)OCC(=O)Nc2cc(Cl)ccc2C#N)cn1
→ i	1%	3.7%	17%	-8%	2%	-11%	-2%	18%
> Cn1c(SCC(=O)Nc2ccc3cn[nH]c3c2)nnc1-c1cccs1
→ i	-44%	21%	11%	8%	3%	-4%	-1%	-19%
> CC1=NN(C(C)C)C(=O)C1
→ i	-1%	7.8%	0%	0%	0%	-16%	1%	-16%
> COc1cc(C(=O)N2CCN(c3ccccc3O)CC2)ccc1OCC(=O)N1CCOCC1
→ i	-4%	-0.4%	2%	-3%	4%	-1%	-2%	-18%
> CCN(CC)C(=O)CCNS(=O)(=O)c1ccc(C)cc1
→ i	7%	-0.4%	-5%	5%	-4%	20%	5%	16%
> O=C(Nc1ccccc1)Nc1cccc2cccnc12
→ i	-14%	?	0%	-2%	-13%	83%[activator]	15%	?
> CCN1CCN(C(=O)c2cc3c(s2)-c2c(C)cccc2OC3)CC1
→ i	-29%	2.8%	-3%	5%	-8%	22%	?	?
> COc1ccccc1-c1coc2cc(OCC(=O)OCc3ccccc3)ccc2c1=O
→ i	26%	0.0%	9%	-1%	-4%	-4%	-12%	-30%
> CCN(CC)S(=O)(=O)c1ccc2c(c1)N(CC(=O)N1CCC(C(N)=O)CC1)C(=O)CO2
→ i	9%	-0.2%	-1%	2%	5%	7%	1%	?
> O=C(CCn1cnnn1)Nc1cccc(F)c1
→ i	1%	-0.5%	-18%	0%	3%	8%	-1%	-2%
> CC1CCCC/C1=N\NC(=S)NCCc1ccccc1 (configuration not stated)
→ i	3%	8.2%	-2%	11%	-11%	-8%	?	20%

# Whole records as entered above. Values in the order: S2 tox | HepG2 viability | Nrf2 activator | TGFb SMAD3 inh | A549 tox | EPAC2 antagonist | ATXN2 expr inh | MCF10A rereplic | Nrf2 inh
# Cc1ccc(-c2ccc(=O)n(CC(=O)Nc3ccc(C(C)C)cc3)n2)cc1 as listed: ? | -41% | 5.2% | -48% | 0% | · | -21% | · | 0%
# O=C(Cn1c(=O)n(Cc2nc(-c3ccccc3)no2)c(=O)c2cc3c(cc21)OCO3)Nc1ccc(Cl)cc1 as listed: i | 1% | -0.1% | 2% | 2% | · | 11% | · | 19%
# CC1=NN(C(C)C)C(=O)C1 as listed: i | -1% | 7.8% | 0% | 0% | 0% | -16% | 1% | -16%
# O=C(CCn1cnnn1)Nc1cccc(F)c1 as listed: i | 1% | -0.5% | -18% | 0% | 3% | 8% | -1% | -2%
# CCN(CC)S(=O)(=O)c1ccc2c(c1)N(CC(=O)N1CCC(C(N)=O)CC1)C(=O)CO2 as listed: i | 9% | -0.2% | -1% | 2% | 5% | 7% | 1% | ?

# (continued)
# Fields – S2 tox	HepG2 viability	Nrf2 activator	TGFb SMAD3 inh	A549 tox	EPAC2 antagonist	ATXN2 expr inh	MCF10A rereplic	Nrf2 inh
> COc1ccc(C(=O)CSc2ccc(-c3ccccc3)nn2)cc1
→ i	-14%	2.7%	-8%	0%	-1%	-6%	1%	1%
> Cc1ccccc1CNC(=O)CCC(=O)N1CC2CCCN2c2ccccc21 (configuration not stated)
→ i	-21%	-0.4%	?	3%	·	-1%	·	?
> CC1CCCCN1CC(=O)Nc1ccccc1Sc1ccccc1 (configuration not stated)
→ i	-7%	-0.6%[9.22 µM]	?	14%	-18%	-12%	?	2%
> Cc1ccc(Cl)cc1N1CCN(S(=O)(=O)c2cn(C)c(C)n2)CC1
→ i	-21%	-1.3%	-4%	21%	·	-7%	·	·
